Assay outcomes (PubChem BioAssay)
CBFb-RUNX1 inh – inhibitors of human CBF-beta and RUNX1 interaction; Potency, µM (top dose mostly 59.8 µM), inactives show top-dose activity, negative = inhibition, hits mostly inhibitors; Q01196+Q13951; 230,000 tested, under 10 active; AlphaScreen CBFb-His/RUNX1-biotin binding, biochemical; AID 1477; also: % of control where 0% means no effect
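Proteins preincubated together for 20 min at RT before compound addition; 15 min later, nickel and streptavidin beads were added and left 90 min prior to AlphaScreen measurement.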
Epigenetic derep – regulators of epigenetic silencing causing reporter derepression in mouse cells; Potency, µM (top dose mostly 53.9 µM), for the others: top-dose GFP activation, actives largely listed as activators; murine LDR cells, GFP reporter derepression, 30 h; 0.2% of 280,000 active; AID 1865; also: potency is read from the fitted curve at half-maximal effect; % of control where 0% means no effect; nearly all actives have a fitted effect of over 60% in size
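GFP-positive cell count by laser-scanning cytometry (objects 20–120 um) after 30 h, 37 C compound exposure of murine LDR cells; reporter is CMV-GFP integrated at a silenced locus, inducible by HDAC or DNMT inhibitors.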
Tau fluor counter – counter-screen for tau fibril formation inhibitors | AID 1463 | Potency, µM (doses to about 57.7 µM), inactives show top-dose activity change, negative = decrease | 0.93% of 280,000 active | tau K18 P301L Alexa594 fluorescence, heparin fibrillization; also: potency is read from the fitted curve at half-maximal effect; % is scaled to controls: 0 for no effect and ±100 for the full control effect; nearly all actives have a fitted effect of over 55% in size
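Human tau K18 P301L (15 uM unlabeled, 0.24 uM Alexa 594-labeled) in 100 mM sodium acetate pH 7 with 20 uM heparin, 6 hr at 37 C. ThT 30 uM added, 1 hr ambient; Alexa 594 FP and total fluorescence read at 555/632 nm.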
aGal spleen mod – inhibitors or activators of human alpha-galactosidase in spleen homogenate. P06280. human spleen homogenate, 4MU-alpha-Gal fluorescence, 40 min. Potency, µM (doses to about 80 µM), for the others: at the top dose activity change, negative = inhibition, most hits filed as inhibitors. 0.008% of 240,000 active;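 also: potency is read from the fitted curve at half-maximal effect; 0% = enzyme with vehicle and -100% = no enzyme basal signal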
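Inhibition or activation of alpha-galactosidase in human spleen homogenate is scored by 4-MU fluorescence after 40 min at 37C, pH 5.0, with 1 mM substrate. AC50s come from concentration-response fitted to the Hill equation.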
NPSR antag – blocks cAMP signaling of the human neuropeptide S receptor; CHO-NPSR cells, cAMP TR-FRET, antagonist mode; Potency, µM (doses to about 38.3 µM), for inactives: at the top dose activity change, negative = inhibition, usual class: inhibitors; 1% of 220,000 active; also: potency is read from the fitted curve at half-maximal effect; % is scaled to controls: 0 for no effect and ±100 for the full control effect; nearly all actives have a fitted effect of over 50% in size; many of its hits are not listed in these tables
Target sequence (Q6W5P4 whole entry, looked up): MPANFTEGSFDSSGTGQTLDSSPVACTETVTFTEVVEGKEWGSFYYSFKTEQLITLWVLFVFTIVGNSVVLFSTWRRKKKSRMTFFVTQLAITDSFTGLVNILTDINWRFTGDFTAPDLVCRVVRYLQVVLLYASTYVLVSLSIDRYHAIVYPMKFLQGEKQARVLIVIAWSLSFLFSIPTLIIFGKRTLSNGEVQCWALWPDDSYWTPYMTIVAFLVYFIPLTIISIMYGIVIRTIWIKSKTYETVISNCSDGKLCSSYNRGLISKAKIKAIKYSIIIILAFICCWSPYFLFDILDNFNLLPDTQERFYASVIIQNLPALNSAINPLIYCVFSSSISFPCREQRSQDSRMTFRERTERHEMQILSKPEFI
Tau fibril FP – inhibitors of human tau fibril formation. P10636. K18 P301L tau heparin fibrillization, Alexa594 FP, 6 h. Potency, µM (top dose mostly 57.7 µM), for inactives: top-dose activity, negative = inhibition, most hits filed as inhibitors. 0.39% of 280,000 active; also: potency is read from the fitted curve at half-maximal effect; % is scaled to controls: 0 for no effect and ±100 for the full control effect; nearly all actives have a fitted effect of over 55% in size
Target sequence (P10636 561-689 P618L limits assumed): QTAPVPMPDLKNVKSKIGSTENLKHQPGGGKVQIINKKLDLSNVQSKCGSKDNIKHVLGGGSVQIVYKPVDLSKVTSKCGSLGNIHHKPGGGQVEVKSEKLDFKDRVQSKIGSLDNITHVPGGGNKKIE
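K18 P301L tau (15 uM unlabeled/0.24 uM Alexa 594-labeled, final) + compound + heparin 20 uM final; 100 mM NaOAc pH 7; 6 hr 37 C; ThT 30 uM final added, 1 hr RT; FP ex 555/em 632 nm.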
TRb-SRC2 inh – inhibitors of human thyroid hormone receptor beta-SRC2 interaction; P10828; TRbeta-SRC2 peptide binding, fluorescence polarization; receptor liganded with 1 µM T3; Potency, µM (titrated, usually from 106 µM), for inactives: at the highest dose activity change, negative = inhibition, actives largely listed as inhibitors; 0.065% of 280,000 active;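 also: potency is read from the fitted curve at half-maximal effect; plate controls were bound peptide for no effect and peptide without receptor for full effect; nearly all actives have a fitted effect of over 50% in size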
Target sequence (P10828 whole entry, looked up): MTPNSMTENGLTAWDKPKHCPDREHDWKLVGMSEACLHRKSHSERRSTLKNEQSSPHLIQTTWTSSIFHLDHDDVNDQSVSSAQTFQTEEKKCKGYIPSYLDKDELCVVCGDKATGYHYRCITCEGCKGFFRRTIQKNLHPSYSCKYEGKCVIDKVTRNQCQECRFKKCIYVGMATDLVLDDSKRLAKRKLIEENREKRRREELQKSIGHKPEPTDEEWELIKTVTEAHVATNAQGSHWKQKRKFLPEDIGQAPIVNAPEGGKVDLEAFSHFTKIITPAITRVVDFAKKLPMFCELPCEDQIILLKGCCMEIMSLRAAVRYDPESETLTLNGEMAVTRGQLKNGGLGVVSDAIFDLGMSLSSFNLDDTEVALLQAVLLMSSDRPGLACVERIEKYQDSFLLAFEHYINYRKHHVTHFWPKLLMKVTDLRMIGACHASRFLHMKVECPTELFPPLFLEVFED
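Human TRb LBD (0.6 uM) plus Texas Red-labeled SRC2 peptide (20 nM), 1uM T3, 5% DMSO, 5 hr at ambient temperature. Decreased polarization (555/632 nm) flags inhibition; data normalized to free and bound peptide controls.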
TR SRC2 fluor cs – Texas Red fluorescence interference in TRb-SRC2 counter-screen; TRb/SRC2 Texas Red total fluorescence interference; Potency, µM (titrated, usually from 106 µM), inactives show top-dose fluorescence change, negative = quenching; 0.29% of 280,000 active; active = well fitted curve in either direction with a large enough effect; inconclusive = small, poorly fitted or top-dose-only effect; also: potency is read from the fitted curve at half-maximal effect; % is scaled to controls: 0 for no effect and ±100 for the full control effect
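Human TRβ ligand-binding domain (0.6 uM) and Texas Red SRC2 peptide (20 nM) in Tris buffer with 1 uM T3 and 5% DMSO were incubated with pinned compound for 5 hr at ambient temperature. Total fluorescence was computed as S + 2P (555/632 nm).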
Numbers without * were called inactive; ? = inconclusive; . = no result given; & = joins results of further samples; [ ] = another dose, or the depositor's remark. Unless noted, calls follow the shape of the dose curve; as a rule, active = well fitted curve in the direction sought with a large enough effect; inconclusive = small, poorly fitted or top-dose-only effect, or another doubt; inactive = no such curve, though single readings can be large; an effect the other way counts as inactive or inconclusive. The list is partial, so the mix of outcomes need not match the whole.

SMILES	CBFb-RUNX1 inh	Epigenetic derep	Tau fluor counter	aGal spleen mod	NPSR antag	Tau fibril FP	TRb-SRC2 inh	TR SRC2 fluor cs
CCc1cc2c(s1)N(CC(=O)OC)C(=O)CN=C2c1ccccc1OC	3.4%	0.0%	2.0%	-7.0%	-6.9%	2.9%	-0.8%	1.5%
O=C(NCCSc1c(-c2ccc(F)cc2)[nH]c2ccccc12)c1ccc(S(=O)(=O)N2CCOCC2)cc1	.	-7.0%	4.47µM*[quencher]	.	.	-5.3%	4.2%	-1.3%
CCC1(c2ccccc2)C(=O)N(COC)C(=O)N(COC)C1=O	9.8%	2.1%	5.2%	-10.0%	-7.6%[46.1 µM]	2.9%	3.3%	-0.4%
CC(=O)c1ccc(NC(=O)c2sc3nc4c(cc3c2N)N2CCC4CC2)cc1	.	-1.1%	?	.	.	6.7%	2.0%	?
CCOC(=O)c1ccc(NC(=O)c2c(O)[nH]c(=O)[nH]c2=O)cc1	-11.3%	1.9%	-13.7%	-2.0%	-1.6%[46.1 µM]	-16.5%	-9.9%	4.6%
CC(C)[C@H](NC(=O)[C@H](CC(=O)O)NC(=O)[C@H](Cc1ccccc1)NC(=O)[C@@H](C)NC(=O)[C@@H](N)Cc1ccc(O)cc1)C(=O)N[C@H](C(=O)NCC(N)=O)C(C)C	2.3%	.	.	-21.5%	.	.	-7.0%	-3.8%
CCCCCCN=C(CC)c1c(O)n(CCCC)c(=O)[nH]c1=O	8.6%	0.3%	-3.2%	4.4%	-16.6%[46.1 µM]	8.4%	-2.5%	-0.1%
CC(C)C[C@H]1C(=O)N2CCC[C@H]2[C@]2(O)O[C@](NC(=O)[C@@H]3C=C4c5cccc6[nH]c(Br)c(c56)C[C@H]4N(C)C3)(C(C)C)C(=O)N12	-25.4%	-0.1%	?	1.1%	.	8.0%	2.6%	-1.2%
C/C1=C\[C@@H](C)C/C=C/[C@H]2[C@@H]3O[C@]3(C)[C@@H](C)[C@H]3[C@H](Cc4c[nH]c5ccccc45)NC(=O)[C@]32C(=O)/C=C/C(=O)[C@@H]1O	-13.9%	?	?	-3.9%	?	-19.2%	-10.7%	-0.9%
Cc1nnc(NC(=O)c2cccn(Cc3cccc(F)c3)c2=O)s1	.	1.9%	1.1%	.	.	-5.4%	-6.0%	-1.3%
O=C(COc1ccccc1F)N1CCN(Cc2cc(=O)n3nc(-c4ccccc4Cl)sc3n2)CC1	.	1.0%	9.3%	.	.	-4.8%	-7.0%	-1.6%
c1ccc2c(c1)Nc1ccccc1S2	-22.1%[21.7 µM]	2.9%	15.8µM*[quencher]	-3.0%&10.6%	-30.2%	7.2%	5.9%[201 µM]	-6.8%[201 µM]
O=c1[nH]c(CN2CC=C(c3ccccc3)CC2)nc2scc(-c3ccccc3)c12	-13.9%	?	-26.0%	15.5%	-10.0%	?	2.6%	-1.6%
Cc1cc(C=O)c(C)n1C1CCCCC1	-10.3%	1.1%	3.1%	-0.8%	-1.7%[46.1 µM]	11.3%	-5.7%	-1.7%
COc1ccc(C(=O)C2CCCN(Cc3ccon3)C2)cc1OC (configuration not stated)	6.0%	-1.0%	-11.6%	2.5%	8.5%	-5.6%	1.0%	-0.1%
CN1CCN(c2ccc([N+](=O)[O-])c3no[n+]([O-])c23)CC1	-5.3%	7.6%	?	-0.4%	10µM*	?	-26.2%	-3.6%
CSc1ncc(CN2CCCC(C(=O)c3sccc3C)C2)cn1 (configuration not stated)	3.5%	10.6%	-9.7%	-0.2%	21.3%	2.3%	8.7%	0.3%
OC(CNC1CCCCC1)c1ccccc1 (configuration not stated)	3.2%	0.1%	0.7%	3.0%	-2.6%[46.1 µM]	-2.5%	4.9%	2.7%
CC1CCCN(C(=O)c2ccc(N3CC4CC(C3)c3cccc(=O)n3C4)c([N+](=O)[O-])c2)C1 (configuration not stated)	0.4%	0.9%	0.4%	3.6%	12.1%	0.7%	-0.9%	-0.6%
O=C1N(c2cccc(Cl)c2)C(c2cccnc2)N2CCCN12 (configuration not stated)	1.0%	-0.8%	-13.9%	6.8%	-30.9%	-5.1%	-2.1%	3.9%
CCN(CC)CCNCC(=O)Nc1ccc(Cl)cc1C(=O)c1ccccc1	-1.7%	0.0%	-3.8%	-4.8%	16.0%[46.1 µM]	3.9%	-4.2%	-5.1%
N#CC1=C(N)Oc2c(c(=O)oc3ccccc23)C1c1ccccc1OC(=O)c1cccs1 (configuration not stated)	-5.8%	-1.1%	-24.0%	4.0%	-33.3%	-10.1%	1.3%	?
COCCCN=Cc1c(O)[nH]c(=S)[nH]c1=O	-0.5%	-1.2%	-4.8%	0.7%	-13.1%	-3.0%	5.8%	1.8%
CCn1c(O)c(/C=N/NC(=O)c2ccncc2)c(=O)[nH]c1=S	13.5%	1.3%	1.7%	-0.4%	7.2%	1.2%	-4.2%[53 µM]	-3.0%[53 µM]
O=C(c1ccccc1)c1cn(CC(=O)N2CCCc3ccccc32)c2ccccc12	5.1%	0.0%	-28.2%	-8.1%	10µM*	-12.8%	4.0%	-1.8%
New compounds follow:
SMILES	CBFb-RUNX1 inh	Epigenetic derep	Tau fluor counter	aGal spleen mod	NPSR antag	Tau fibril FP	TRb-SRC2 inh	TR SRC2 fluor cs
COc1ccc(NP(=O)(Nc2ccc(OC)cc2)Oc2ccccc2)cc1	-1.7%	-0.9%	-13.4%	-16.3%	-23.3%[46.1 µM]	-6.1%	5.0%	0.0%
Cc1ccc(S(=O)(=O)N2CCCCC2)cc1NC(=O)Nc1ccc(Cl)cc1Cl	4.4%	2.2%	?	-1.5%	-53.2%	?	7.0%	-0.7%
CCOC(=O)CC1=C(C(=O)OCC)C2(C(=O)Nc3ccccc32)C(C#N)=C(N)O1 (configuration not stated)	8.2%	-1.1%	-1.3%	-0.1%	-5.5%[46.1 µM]	0.5%	-4.8%	-1.2%
Cc1ccc2c(c1)c(=O)c1c3n2CCN(CC2CO2)C3CC1 (configuration not stated)	3.9%	7.3%	9.5%	6.9%	4.0%	4.3%	3.5%	0.8%
COc1cc(OC)c2c(c1)OC(c1ccc(OC)c(OC)c1)C(O)C2 (configuration not stated)	7.2%	0.0%	-5.4%	16.2%	.	-3.4%	2.0%	-0.3%
CCOP(=O)(OCC)c1cc(C)c(O)c(C(C)(C)C)c1	5.6%	-1.0%	-4.3%	6.2%	15.7%	-2.0%	1.3%	-0.1%
COc1ccc(N2CCN(C(CNC(=O)Oc3ccccc3)c3cccnc3)CC2)cc1 (configuration not stated)	-12.4%	-2.2%	-7.3%	-0.3%	?	4.0%	0.4%	-2.5%
Nc1ccc(Br)cc1C(=O)c1ccccc1	-5.3%	-0.3%	?	2.2%	1.1%	-4.6%	-1.2%	1.1%
O=C(O)C1(c2ccc(Cl)cc2)CCC1	4.5%	0.0%	1.2%	-3.6%	2.9%[46.1 µM]	6.5%	1.0%	-0.5%
CCCN1CCc2cc(O)cc3c2C1Cc1ccc(O)c(O)c1-3 (configuration not stated)	?	?	15.8µM*[quencher]	4.3%&9.6%	?	35.5µM*	1.4%&-8.8%	-4.2%&-11.3%
C#CCOC(=O)C1=CCCN(C)C1	-4.5%	-1.2%&0.8%&-1.1%	-10.0%&-2.0%&-4.6%	10.1%&2.7%&0.1%	11.1%[46.1 µM]	-4.4%&-7.8%&-8.0%	3.2%&-7.3%&-8.3%	-3.3%&-0.1%&-0.3%
Cc1ccc2c(c1)C(Cc1nc3ccccc3c(=O)n1-c1ccc(Br)cc1)C(=O)N2 (configuration not stated)	.	-1.0%	-8.2%	.	.	-4.8%	7.3%	-0.4%
COc1ccc(N2C(=O)CS(=O)C(c3ccccc3)C2=O)cc1 (configuration not stated)	-3.8%	0.3%[10.1 µM]	-7.7%	-2.7%	-27.0%	?	3.3%	-0.5%
O=c1cccc2n1CC1CC2CN(Cc2c(Cl)cccc2Cl)C1 (configuration not stated)	1.7%	-1.0%	1.2%	-2.5%	-11.4%[46.1 µM]	2.5%	-0.9%	-1.0%
CCOC(=O)Cn1cc(C(=O)c2ccccc2F)c2ccccc21	10.4%	-1.1%	-8.9%	-17.2%	?	-5.3%	8.9%	1.0%
CN(C)c1ccc(/C=C2\CCCN=C2c2cccnc2)cc1	7.9%	?	-13.9%	6.3%	.	-0.8%	5.3%	-0.8%
Cc1ccccc1CS(=O)(=O)Cc1ccc(C(=O)N2CCC3(CC2)OCCO3)o1	3.4%	-2.0%	-4.4%	-2.9%	3.4%[46.1 µM]	-2.9%	-0.4%	0.1%
COc1cccc(C(=O)C2CCCN(Cc3cnn(C(C)C)c3)C2)c1 (configuration not stated)	11.5%	-5.9%	3.1%	-4.0%	5.2%	2.5%	-5.2%	-2.0%
CC1CCC2C(C)C(=O)OC3O[C@]4(C)CCC1[C@@]32OO4 (some centres not stated)	5.9%	.	.	1.8%	.	.	3.5%	3.8%
O=c1[nH]c(=S)n(-c2ccc(Cl)cc2)c(O)c1/C=N/N1CCOCC1	3.3%	-1.3%	-12.1%	0.6%	-5.0%	-4.9%	1.3%	-1.8%
C=CCC1(CN2CCCCCC2=O)C(=O)NC(=O)NC1=O	2.9%	-4.6%	7.8%	-2.9%	-5.2%[46.1 µM]	3.7%	6.8%	2.0%
CC1(C)C2([N+](=O)[O-])CN3CN(C2)CC1([N+](=O)[O-])C3	21.7%	-0.4%	1.9%	5.5%	9.5%	6.7%	0.5%	-2.5%
CCC(C)C(=O)OC1C(O)C2C(CN3CC(C)CCC3[C@]2(C)O)C2C[C@]34O[C@@]5(O)C(OC(=O)C(C)(O)C(C)O)CCC3(C)C5C(OC(C)=O)C(OC(C)=O)C4[C@@]21O (some centres not stated)	9.4%	-1.3%	-7.3%	18.9%	.	-2.9%	-3.4%	-1.4%
COc1ccc(NC(=O)c2cn(CCC#N)nc2-c2ccc([N+](=O)[O-])cc2)cc1	6.2%	7.0%	-9.4%	-10.3%	5.2%	-7.2%	-1.2%	0.2%
CC/C=C\C/C=C\C/C=C\C/C=C\C/C=C\CCCC(=O)NCCCC(=O)O	6.7%	0.0%	-1.8%	-10.3%	.	5.7%	-3.0%	-0.1%
